Screens from PubChem.
EBI2 antag – EBI2 (human) antagonism; P32249; EBI2 beta-arrestin recruitment, luminescence, 7a,25-OHC stimulated; inhibition, % at 5 µM; 360,000 compounds, 0.81% hits; in the data active = inhibition above about 38%;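 also: enzyme fragment complementation signal reports receptor beta-arrestin coupling in cells; 0% = agonist plus DMSO wells and 100% = wells without agonist; some results beyond the cut were filed as inactive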
Target sequence (P32249 whole entry, looked up, the tested form may be a part): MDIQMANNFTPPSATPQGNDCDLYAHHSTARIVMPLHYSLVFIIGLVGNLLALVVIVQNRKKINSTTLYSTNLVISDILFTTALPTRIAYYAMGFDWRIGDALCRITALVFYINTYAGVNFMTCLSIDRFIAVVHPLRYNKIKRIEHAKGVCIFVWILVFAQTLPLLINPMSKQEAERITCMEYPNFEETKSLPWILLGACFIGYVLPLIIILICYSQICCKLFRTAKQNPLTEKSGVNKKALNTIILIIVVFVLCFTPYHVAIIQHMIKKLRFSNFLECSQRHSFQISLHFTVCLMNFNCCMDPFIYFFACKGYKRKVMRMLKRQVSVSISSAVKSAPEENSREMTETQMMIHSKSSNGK
CXCR6 inh – CXCR6 (human) receptor inhibition. 360,000 compounds, 0.36% hits. O00574. AID 602244. inhibition, % at 20 µM. CHO-K1 PathHunter CXCR6 beta-arrestin, luminescence; in the data active = inhibition above about 34%, passing the limit was not always enough;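 also: antagonist mode with CXCL16 agonist at 10 nM final; 0% = 10 nM CXCL16 with DMSO and 100% = unstimulated wells without agonist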
Target sequence (O00574 whole entry, looked up): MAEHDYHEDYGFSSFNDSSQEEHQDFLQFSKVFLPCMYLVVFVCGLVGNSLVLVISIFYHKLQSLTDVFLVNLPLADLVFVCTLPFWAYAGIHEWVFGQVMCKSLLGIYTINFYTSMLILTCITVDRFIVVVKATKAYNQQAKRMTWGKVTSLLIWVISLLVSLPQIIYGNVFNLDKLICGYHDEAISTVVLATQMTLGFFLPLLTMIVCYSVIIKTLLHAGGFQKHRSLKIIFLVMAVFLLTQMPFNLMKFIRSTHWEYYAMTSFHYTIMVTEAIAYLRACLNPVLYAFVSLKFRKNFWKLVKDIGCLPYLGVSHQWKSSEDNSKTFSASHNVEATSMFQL
* hit, by the source's call. The list is partial; the hit share may differ from the screen's.

SMILES	EBI2 antag	CXCR6 inh
CS(=O)(=O)N1CCC(C(=O)Nc2ccc(Cl)cc2Cl)CC1	-2.6	-2.7
C#Cc1ccc(NC(=O)C2(C)CCN2C(=O)C2(c3ccccc3)CCCC2)cc1 (configuration not stated)	9.2	5.0
COc1cc(-c2c(NC(=O)c3ccco3)oc3ccc(Cl)cc3c2=O)cc(OC)c1OC	-6.7	-5.5
CCCCCCN1C[C@@H](n2cc(COC(=O)c3ccccc3)nn2)[C@H](O)C[C@@H]1c1ccc(C)cc1	2.3	4.5
[O-][N+](=Cc1ccccc1)CC1(O)CCCCC1	0.9	-1.4
CCc1nc2c(OCC(=O)C(C)(C)C)cccn2c1N(C)C(=O)CC(C)C	3.8	3.7
COc1ccc(NC(=O)N(C)C[C@H]2Oc3ncc(Br)cc3C(=O)N([C@H](C)CO)C[C@@H]2C)cc1	-10.3	5.4
COc1cc(NC(=O)C2(C)CCN2C(C)C)cc(OC)c1OC (configuration not stated)	-12.8	-0.2
CCOC(=O)C(=NO)C1=CSC2=NNC(C)(C)N12	2.8	26.7
c1ccc(CN2CCC3CC2c2cc(N4CCCCC4)ccc23)cc1 (configuration not stated)	0.8	8.6
Cc1ccc(C)c2c1CCC(=Cc1ccccc1[N+](=O)[O-])C2=O	13.0	-5.5
COc1ccc(NC(=O)c2cc(-c3ccc(F)cc3OC)n[nH]2)c(OC)c1	-14.5	-4.3
Oc1ccc(C[C@H]2CN([C@@H](Cc3ccccc3)CN3CCCC3CN3C(=S)NC[C@@H]3Cc3ccccc3)C(=S)N2CC2CCCCC2)cc1 (some centres not stated)	14.5	-6.8
O=C(NCC1CCCO1)c1ccc(Cl)c(NS(=O)(=O)c2ccc(F)cc2)c1 (configuration not stated)	-0.2	-0.1
CCCCC[C@H](C)N1C[C@H](COCc2ccccc2)Oc2cc(N3CCC[C@H]3COC)ccc2S1(=O)=O	21.2	9.0
CCCOc1ccc(F)cc1-c1cc(C(=O)Nc2cc(OC)ccc2OC)[nH]n1	7.6	-7.4
CC(C)CC(N)c1csc(NC(=O)Nc2ccccc2Cc2ccccc2)n1 (configuration not stated)	5.5	-0.5
CCOC(=O)[C@]12CCC=C1N(Cc1cccc3ccccc13)C(=O)[C@H](CC(=O)N1CCN(C(=O)c3ccco3)CC1)C2	8.3	-1.9
Nc1ccn([C@@H]2O[C@H](CNCc3ccc(N4CCNCC4)cc3)[C@@H](O)[C@H]2O)c(=O)n1	-14.7	2.3
FC(F)(F)c1ccccc1Cc1c(-c2cccc(Br)c2)nc2ccc(Br)cn12	22.6	3.2
CCc1ccc2c(c1)NC(=O)C2(C)Cc1ccccc1Cl (configuration not stated)	2.0	0.0
Cc1ccc(S(=O)(=O)NCC2CCC(C(=O)NCCCN3CCC(C)CC3)CC2)cc1 (configuration not stated)	-4.9	-8.9
COC[C@H]1CCCN1[C@@H]1CS(=O)(=O)N[C@H]1COCc1ccccc1	3.3	3.8
O=C(NCc1ccc(F)cc1)N1[C@H]2CC[C@@H]1C=C(c1ccc(F)cc1OCc1ccccc1)C2	32.6	3.6
CN(C1=NS(=O)(=O)c2ccccc21)c1ccc(OC(=O)c2ccccc2F)cc1	-13.6	2.1

Arranged by SMILES length (largest number first): some entries from above.
SMILES	EBI2 antag	CXCR6 inh
COc1cc(-c2c(NC(=O)c3ccco3)oc3ccc(Cl)cc3c2=O)cc(OC)c1OC	-6.7	-5.5
C#Cc1ccc(NC(=O)C2(C)CCN2C(=O)C2(c3ccccc3)CCCC2)cc1 (configuration not stated)	9.2	5.0
COc1ccc(NC(=O)c2cc(-c3ccc(F)cc3OC)n[nH]2)c(OC)c1	-14.5	-4.3
c1ccc(CN2CCC3CC2c2cc(N4CCCCC4)ccc23)cc1 (configuration not stated)	0.8	8.6

Carrying on.
SMILES	EBI2 antag	CXCR6 inh
O=C(Nc1cccnc1)C1Cc2c(-c3ccccc3Oc3ccccc3)ccnc2O1 (configuration not stated)	8.4	-3.0
CC1(C(=O)NS(=O)(=O)c2ccccc2Cl)CCN1C(=O)CCC1CCCC1 (configuration not stated)	-5.4	-1.5
COc1ccc(C2Nc3cccc(O)c3C(=O)N2Cc2ccccc2)cc1COc1ccc(NC(C)=O)cc1 (configuration not stated)	22.3	16.3
O=C(CSc1ccc2c(c1)OCCO2)Nc1ccccc1	-5.6	-9.2
COc1ccc(NC(=O)C2(C)CCN2C)cc1OC (configuration not stated)	-6.5	3.2
CC(C)N1CCC1(C)C(=O)Nc1ccc2cn[nH]c2c1 (configuration not stated)	1.3	-6.1
CC1CCCN(CCCNC(=O)c2ccc3c(c2)N(Cc2cccc(Cl)c2)C(=O)c2ccccc2S3=O)C1 (configuration not stated)	-4.2	24.4
CC1Cc2nc(SCC(=O)NCC3CCCO3)n(-c3ccccc3)c(=O)c2S1 (configuration not stated)	-6.6	-2.6
COC(=O)Cn1c2ccccc2c(=O)n1C(C)CBr (configuration not stated)	-0.7	8.4
CN(C)C(=O)c1cc2c(c(-c3cccc(C4=CCCCC4)c3)n1)[C@@H](CCO)N(S(=O)C(C)(C)C)C2 (some centres not stated)	-0.8	3.2
C[C@@H]1CN([C@@H](C)CO)S(=O)(=O)c2ccc(Br)cc2O[C@@H]1CN(C)Cc1ccccn1	-7.1	-7.9
CC(=O)Nc1cccc(NC(=O)NC2CC(=O)N(c3ccc4c(c3)OCCO4)C2)c1 (configuration not stated)	0.4	-12.1
C[C@@H]1CN([C@H](C)CO)C(=O)CCCn2nncc2CO[C@@H]1CN(C)S(=O)(=O)c1ccccc1C#N	0.7	7.6
CN(c1cccc(F)c1)c1cc2c(c3c1ccn3C)C1CCC2C1 (configuration not stated)	16.6	10.1
C[C@H]1CN([C@@H](C)CO)C(=O)CCCn2cc(nn2)CO[C@@H]1CN(C)C(=O)Nc1ccc2c(c1)OCO2	-2.1	-2.1
C#CCN(C(=O)C1CCC(=O)N(CCc2cccc(F)c2)C1)C1CCCCC1 (configuration not stated)	11.7	1.4
C[C@H](CO)N1C[C@H](C)[C@@H](CN(C)S(=O)(=O)c2cccc(F)c2)Oc2ncc(Br)cc2C1=O	-1.0	-3.0
CN(C)CCCNC(=O)c1ccc(-c2cc3nc(NCc4cccnc4)n(C)c(=O)c3s2)cc1	-12.4	15.3
CCCCN(C=O)c1c(CC)nc2c(OCC(=O)c3ccc(F)cc3)cccn12	-0.9	4.1
CN(C)CCNc1ncnc2c1ncn2[C@H]1CN(CCc2ccccc2)C[C@@H](CO)O1	5.5	1.3
Cc1ccc(-c2nc3c(c(SCC(=O)N4CCCC4)n2)COC(C)(C)C3)cc1	7.2	2.6
CCCCCCN1CCN(C2CN(Cc3cn(Cc4ccc(F)cc4)nn3)S(=O)(=O)C2)CC1 (configuration not stated)	-10.3	2.1
CCc1nc2c(OCc3ccc(C(F)(F)F)cc3)cccn2c1N(C)C(=O)c1ccncc1	-4.7	-3.6
Cc1nc(CN2C(=O)C3(CCC3)ON=C2c2cccc(Cl)c2)cs1	0.9	3.3
CC(C)CC(N)c1csc(NC(=O)c2cc(C(C)(C)C)nn2Cc2ccccc2)n1 (configuration not stated)	5.3	6.3

Part of the list above, with bars between the fields:
smiles | EBI2 antag | CXCR6 inh
CN(c1cccc(F)c1)c1cc2c(c3c1ccn3C)C1CCC2C1 (configuration not stated) | 16.6 | 10.1
C[C@H]1CN([C@@H](C)CO)C(=O)CCCn2cc(nn2)CO[C@@H]1CN(C)C(=O)Nc1ccc2c(c1)OCO2 | -2.1 | -2.1
C#CCN(C(=O)C1CCC(=O)N(CCc2cccc(F)c2)C1)C1CCCCC1 (configuration not stated) | 11.7 | 1.4
C[C@H](CO)N1C[C@H](C)[C@@H](CN(C)S(=O)(=O)c2cccc(F)c2)Oc2ncc(Br)cc2C1=O | -1.0 | -3.0

The listing continues.
SMILES	EBI2 antag	CXCR6 inh
CC(C)(c1ccc(O)cc1)c1ccc(O)c(C(=O)O)c1	-3.9	1.7
Cc1cc(C)n(C(N)=NC(=O)c2ccccc2)n1	-5.9	-0.2
C[C@@H]1CN([C@H](C)CO)C(=O)c2cc(Br)cnc2O[C@@H]1CN(C)C(=O)Cc1ccccc1	-7.5	6.4
COCCNc1nc(NCc2ccccc2F)c2sccc2n1	-20.2	-9.4
COc1cccc(-c2cnc(C(O)c3cccc(C)c3C)[nH]2)c1 (configuration not stated)	2.8	1.8
CCOC(=O)C1CCCN(C(=O)c2ccccc2OC(F)(F)F)CC1 (configuration not stated)	-1.6	6.9
O=C(Cc1ccccc1)NC1CCCCC1	-1.5	-2.5
CC1(C(=O)NS(=O)(=O)c2cccc(OC(F)F)c2)CCN1C(=O)CCc1cccs1 (configuration not stated)	-16.3	3.3
COc1cc(C(=O)N2CCN(c3cccc(Cl)c3)CC2)ccc1OCC(=O)N1CCOCC1	-6.3	9.9
CC(=O)Nc1cccc(-c2ccnc3c2CC(C(=O)Nc2ccc(F)c(Cl)c2)O3)c1 (configuration not stated)	-55.5	-10.2
O=C(NCCN1CCC(n2c(=O)[nH]c3ccccc32)CC1)c1ccc(C(F)(F)F)cc1C(F)(F)F	-8.1	-22.4
O=C1c2ccccc2C(c2nnnn2Cc2ccccc2)N1Cc1ccc(F)cc1 (configuration not stated)	14.1	6.2
CC1(C)C2CCC(CN=C(N)CSS(=O)(=O)O)C1C2 (configuration not stated)	-4.6	-6.0
C[C@@H]1CN([C@H](C)CO)C(=O)CCCn2nncc2CO[C@H]1CN(C)Cc1ccc(-c2ccccc2)cc1	-2.3	-4.4
CCOC(=O)C1=C[C@@H](C(C)(C)C)N(S(=O)(=O)c2ccc([N+](=O)[O-])cc2)[C@H]1c1ccccc1	0.6	-0.2
CN(C)C(=O)c1cccc(-c2cc(NC=O)c3ncc(-c4ccc(F)cc4)n3c2)c1	13.2	9.4
CCOC(=O)C1CCN(C(=O)c2ccc3c(=O)n4nc(Nc5ccccc5)sc4nc3c2)CC1	18.1	-12.1
CN(C)CCCNC(=S)N1CCC(C(=O)c2ccc(Cl)cc2)CC1	-7.7	-12.7
Cc1noc(C)c1C(=O)OC(C)C(=O)Nc1ccc([N+](=O)[O-])cc1C(F)(F)F (configuration not stated)	-9.3	3.6
COC(=O)C[C@H]1C[C@@H]2c3cc(NC(=O)Nc4ccccc4)ccc3O[C@@H]2[C@@H](CO)O1	-1.7	-2.1
CC(C)C[C@H]1COc2cccc(N3CCN(Cc4ccccc4F)CC3)c2S(=O)(=O)N1	3.2	3.2
CCNC(=O)C1(C)CCN(C(=O)c2ccc3c(c2)CCO3)C1 (configuration not stated)	-1.5	2.3
COCCN1C(=O)COc2ccccc2C1C(=O)NC1CCCC1 (configuration not stated)	-1.5	-2.7
COC(=O)c1ccccc1COc1cccn2c(N(C)C(=O)CCC3CCCC3)c(C)nc12	18.6	3.4
COCCCNC(=O)c1cccc2c(-c3cccc(C(N)=O)c3)coc12	-8.6	0.2

Profiles, looked up by structure. Values in the order: EBI2 antag | CXCR6 inh
`CC(=O)Nc1cccc(-c2ccnc3c2CC(C(=O)Nc2ccc(F)c(Cl)c2)O3)c1` (configuration not stated) is entered as -55.5 | -10.2
`COCCCNC(=O)c1cccc2c(-c3cccc(C(N)=O)c3)coc12` is entered as -8.6 | 0.2

(more compounds)
SMILES	EBI2 antag	CXCR6 inh
COC(=O)c1ccc(CNC(=O)CC[C@H]2O[C@@H](n3cc(C)c(=O)[nH]c3=O)C[C@@H]2O)cc1	2.7	3.5
CC1NC(=O)c2cc3ccccc3cc2-n2c1nc1ccc(F)cc1c2=O (configuration not stated)	0.6	3.6
C[C@@H]1CCCCO[C@@H](CN(C)CC2CC2)[C@@H](C)CN([C@H](C)CO)C(=O)c2cc(N(C)C)ccc2O1	-1.2	-3.3
CCN1C(=O)[C@H]2[C@@H](c3ccc(C)cc3)N[C@]3(CCCN(Cc4ccccc4)C3=O)[C@H]2C1=O	-6.3	1.3
CCCNC(=O)C1(C)CCCN(CC(=O)c2ccc3c(c2)OCCO3)C1 (configuration not stated)	-12.6	-2.6
O=C(CNC(=O)OCc1ccccc1)NCC(=O)NC(Cc1c[nH]c2ccccc12)C(=O)O (configuration not stated)	-0.3	0.7
CC(=O)C1=CCC(c2ccc(Br)cc2)N(S(=O)(=O)c2ccc(C)cc2)C1 (configuration not stated)	8.9	-8.5
O=S(=O)(NCc1nnnn1-c1ccc(F)cc1)c1ccc(F)cc1	-3.4	8.4
COc1ccc([C@H]2CC(=O)C[C@@H](CCn3cc(-c4ccccc4)nn3)O2)cc1	-5.8	3.9
CCC1OC(C(C)C)Cc2[nH][nH]c(=O)c21 (configuration not stated)	-12.1	-8.1
CCc1nc2ccc(C(=O)N3CCN(C(=O)c4ccco4)CC3)cn2c1N(C)Cc1cccs1	-13.4	-11.2
CC[C@H](C)[C@@H]1OC(=O)[C@@H](C)[C@@H](CC)NC(=O)[C@H](C)N(C)C(=O)C(C)(C)C(=O)C(C)NC(=O)[C@H](Cc2ccccc2)N(C)C(=O)[C@H](C(C)C)N(C)C(=O)CNC(=O)[C@H](CC(C)C)N(C)C(=O)CNC1=O (some centres not stated)	-77.7	8.6
COc1cc(-c2c(CCO)sc3ccccc23)cc(OC)c1OC	9.8	9.4
CC1(C(=O)NS(=O)(=O)c2ccccc2)CCN1C(=O)CC1CCCCC1 (configuration not stated)	-14.7	-1.5
CCCCN(C=O)c1c(CC)nc2c(OCc3ccccc3C)cccn12	9.3	5.6
O=C(NC1CCCC1)C1c2ccccc2OCC(=O)N1Cc1ccc2c(c1)OCO2 (configuration not stated)	-5.5	2.2
COc1ccc(CN2CCC[C@]3(N[C@H](c4ccc(C)cc4)[C@@H]4C(=O)N(Cc5ccccc5)C(=O)[C@@H]43)C2=O)cc1	-2.8	0.9
CCCCc1cc(=O)oc2cc(OC(C)C(=O)NCCN3CCOCC3)ccc12 (configuration not stated)	1.3	4.6
Cc1ccc(CN2C(=O)c3ccccc3C2c2nnnn2-c2c(C)cccc2C)cc1 (configuration not stated)	21.4	6.8
